# Compound activity from PubChem BioAssay.
# PhoP inhibition – inhibitors of PhoP regulon expression, primary screen, Salmonella Typhimurium, GFP reporter (AID 1863); S. Typhimurium PhoP-regulated promoter GFP reporter, 4 h; higher % means a stronger effect; inhibition, % at 50 µM; hits with a dose series show IC50 in µM; 0.16% of 300,000 active;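 active means inhibition over 29.93%, a cutoff 3 SD above the screen mean, later confirmed by dose response; inconclusive means inhibition over 29.93% but no dose response follow-up; inactive means inhibition at most 29.93% or unconfirmed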;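 further: 0% = low Mg2+ inducing control and 100% = high Mg2+ repressing control; strong numbers were not always called active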
# GPR55 LPI antagonism – inhibition of LPI-stimulated GPR55 beta-arrestin translocation – imaging, U2OS, beta-arrestin-GFP, LPI agonist, primary screen (AID 2013) | U2OS GPR55 beta-arrestin-GFP translocation imaging, LPI antagonism; higher % means a stronger effect | 0.13% of 290,000 active | one-dose inhibition, % at 10 µM; IC50 in µM for titrated hits;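 active means spots per cell inhibited over 60%, with over 100 cells counted and total cytoplasm intensity under 500,000; inconclusive means wells with under 100 cells, flagged as likely toxic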;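 further: U2OS cells stably carrying GPR55 and arrestin-GFP stimulated by 5 µM LPI near EC80; imaged beta-arrestin-GFP aggregate spots per cell after agonist stimulation; plate controls were LPI-stimulated DMSO wells for no effect and DMSO wells without LPI for full effect; some results filed as inactive read as strong as hits; confirmed hits need IC50 under 10 µM and bright autofluorescent wells are also inconclusive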
# HIV peptide binding – cell-free HIV fusion peptide-binding blockers – biochemical, uHTS, fluorescence dequenching, primary screen (AID 1986); cell-free peptide binding, fluorescence dequenching, 30 min; higher % means a stronger effect; inhibition, % at 20 µM; hits with a dose series show IC50 in µM; 0.3% of 290,000 active; in the data active means inhibition mostly above about 52%, no sharp cut-off; inactive means mostly below about 76%; further: some results filed as inactive read as strong as hits
# GPR35 antagonists – GPR35 antagonists blocking zaprinast-driven arrestin recruitment, primary screen, imaging, U2OS, beta-arrestin-GFP, zaprinast agonist (AID 2058); U2OS GPR35 beta-arrestin-GFP translocation imaging, zaprinast antagonism; higher % means a stronger effect; one-dose inhibition, % at 10 µM; IC50 in µM for titrated hits; 0.052% of 290,000 active;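 active means inhibition of at least 50% with at least 30 cells and total cytoplasm GFP at most 10,000,000; inconclusive means under 30 cells or total GFP of 10,000,000 plus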
# RSV CPE inhibition – inhibition of RSV-induced cytopathic effect – HEp-2 cells, primary 10 µM value included (AID 2391). 0.13% of 310,000 active. one-dose CPE inhibition, % at 10 µM; IC50 in µM for titrated hits. HEp-2 cells, RSV-induced CPE inhibition; higher % means a stronger effect; in the data active means a potency from the dose series; inconclusive means CPE inhibition mostly from about 23% at the one dose, without a potency; inactive means the rest, 99 in 100 with CPE inhibition below about 21%; further: strong numbers were not always called active
# Large T inhibition – SV40 large T antigen inhibitors, biochemical (AID 1903); SV40 large T antigen ATPase/helicase inhibition assay; higher % means a stronger effect; inhibition, % at 20 µM, or IC50 in µM where a hit was titrated; 0.39% of 310,000 active; in the data active means a potency from the dose series; inconclusive means inhibition mostly from about 32% at the one dose, without a potency; inactive means the rest, 99 in 100 with inhibition below about 32%; further: strong numbers were not always called active
# Numbers without * were called inactive; ? = inconclusive; . = no result given. The list is partial; rates above refer to the full screens.
SMILES,PhoP inhibition,GPR55 LPI antagonism,HIV peptide binding,GPR35 antagonists,RSV CPE inhibition,Large T inhibition
Cc1c(Cl)cccc1NC(=O)C1CC2CCC1C2 (stereo not given),.,.,.,.,.,10%
COc1ccc(S(=O)(=O)n2cccc2)cc1,.,.,.,.,.,2%
C[n+]1c(-c2ccccc2)sc([S-])c1-c1ccccc1,.,.,.,.,.,9%
CCOC(=O)C1(Cc2ccccc2)C(=O)N(CCCN(C)C)c2ccccc21 (stereo not given),.,.,.,.,.,5%
COc1ccc(C(=O)NNC(=S)NC(=O)c2ccc(F)cc2)cc1Br,.,.,.,.,.,14%
O=C(Nc1ccc(S(=O)(=O)Nc2cnc3ccccc3n2)cc1)c1ccc(Cl)cc1Cl,.,.,.,.,.,25%
Cn1c(=O)c2c([nH]c(=O)n2C)n(Cc2ccccc2)c1=O,.,.,.,.,.,21%
Cn1ccnc1SCC(=O)c1ccc(F)cc1,.,.,.,.,.,3%
Cc1cc(CC(=O)O)c2oc(-c3ccoc3)cc(=O)c2c1,.,.,.,.,.,31%
Cc1nc2nc(N)nc(OCc3ccccc3)c2nc1C,.,.,.,.,.,15%
COC(=O)Cc1cc(C)cc2c(=O)cc(-c3ccoc3)oc12,.,.,.,.,.,28%
N#Cc1ccc2c(c1)nnn2-c1ccccc1,.,.,.,.,.,18%
O=C(C1CC1)N1CCN(c2ccc([N+](=O)[O-])cc2)CC1,.,.,.,.,.,12%
COc1cccc(NC(=O)C2CCOC2=O)c1 (stereo not given),.,.,.,.,.,5%
CS(=O)(=O)N(Cc1nc2sc3c(c2c(=O)[nH]1)CCCC3)C1CCCCC1,.,.,.,.,?,.
CC(C)(C)NC(=O)C(c1ccco1)N(C(=O)Cn1nnc(-c2ccc(F)cc2)n1)c1ccccc1 (stereo not given),.,.,.,.,-0.9%,.
O=C(Nc1ccc(Cl)cc1)Nc1ccc(Cl)c(Cl)c1,.,.,.,.,1.8%,.
Cc1cc(Nc2ccc(O)cc2)ccc1N,.,.,.,.,0.1%,.
Cc1nc2ccccn2c1/C(O)=C1\C(=O)C(=O)N(CCCN(C)C)C1c1ccc(F)cc1 (stereo not given),.,.,.,.,0.3%,.
Brc1ccc(-c2ccc(C3Nc4cccc5cccc(c45)N3)o2)cc1,.,.,.,.,2.7%,.

# Next section (two carried over from the part before).
SMILES,PhoP inhibition,GPR55 LPI antagonism,HIV peptide binding,GPR35 antagonists,RSV CPE inhibition,Large T inhibition
Cc1nc2ccccn2c1/C(O)=C1\C(=O)C(=O)N(CCCN(C)C)C1c1ccc(F)cc1 (stereo not given),.,.,.,.,0.3%,.
Brc1ccc(-c2ccc(C3Nc4cccc5cccc(c45)N3)o2)cc1,.,.,.,.,2.7%,.
C[C@@H]1O[C@@H](OC2C(O)C(OCCc3ccc(O)c(O)c3)OC(CO)C2OC(=O)/C=C/c2ccc(O)c(O)c2)[C@H](O)[C@H](O)[C@H]1O (stereo not given in full),14%,.,.,.,.,3.3µM*
Cn1c(SCCSc2nnc(-c3ccccc3)n2C)nnc1-c1ccccc1,.,.,-0.7%,2%,.,.
COC/C=C/C1=CC2=CC(=O)C(C)(OC(=O)c3cccs3)C(=O)C2=CO1 (stereo not given),.,.,.,.,0.7%,17%
CCN1CCN(C(=O)/C=C/c2ccc(F)cc2)CC1,.,.,.,.,-0.7%,11%
O=C(NC(=S)NCc1ccccc1)c1ccc(Br)cc1,.,.,.,.,-0.1%,14%
CC(=O)N(C)c1ccc(NC(=O)Nc2ccc(Cl)cc2)cc1,.,.,.,.,15%,17%
CSc1ccc2c(c1)C(N1CCN(C)CC1)Cc1ccc(F)cc1S2 (stereo not given),.,.,.,.,13%,3%
CCC/C(=N\NC(=O)C1CC1)c1ccccc1,.,.,.,.,2.1%,6%
NC(=O)c1ccccc1NC(=O)c1cccc(C(=O)Nc2ccccc2C(N)=O)n1,.,.,.,.,0.3%,3%
COc1nc(-c2ccccc2)nc(-c2ccccc2)c1C,.,.,.,.,8.7%,0%
Cc1cccc(C(=O)NC(=S)NC(C)c2ccccc2)c1 (stereo not given),.,.,.,.,7.3%,19%
CC(NC(=O)c1ccccc1Br)C1CC2CCC1C2 (stereo not given),.,.,.,.,0.4%,18%
CCC1(C)Cc2c(C#N)c(SC)nc(N3CCOCC3)c2CO1 (stereo not given),.,.,.,.,3.5%,3%
CS(=O)(=O)N1c2ccccc2[C@]2([C@@]34C[C@H]5C(=O)N[C@@H](Cc6ccccc6)C(=O)N5[C@@H]3N(S(C)(=O)=O)c3ccccc34)C[C@H]3C(=O)N[C@@H](Cc4ccccc4)C(=O)N3[C@H]12,.,.,.,.,0.2%,12%
CC(/C=N/NC(=O)c1ccccc1C)=C\c1ccccc1,.,.,.,.,2.1%,7%
CC[C@H](C)[C@@H](C(=O)NCCCCCCCCCCC(=O)N1CCN(C(=O)OC(C)(C)C)CC1)n1cc(CCCCN=C(NC(=O)OC(C)(C)C)NC(=O)OC(C)(C)C)nn1,.,.,.,.,-2.4%,-1%
CC(C)c1cc(-c2cc(C(=O)Nc3ccccc3)on2)nc(NCC2CC2)n1,.,.,.,.,14%,-2%
O=C(/C=C/c1cccs1)NCc1cccs1,.,.,.,.,2.4%,13%
Cc1nc(C(=O)NC2CCCCC2)sc1C1(C)CC(c2cccnc2)=NO1 (stereo not given),.,.,.,.,2.1%,-5%
COc1cc2c(cc1OC)C(c1ccc(Br)cc1)NCC2 (stereo not given),.,.,.,.,0.0%,14%

# An excerpt of these results, with each value named.
> NC(=O)c1ccccc1NC(=O)c1cccc(C(=O)Nc2ccccc2C(N)=O)n1
  PhoP inhibition = .; GPR55 LPI antagonism = .; HIV peptide binding = .; GPR35 antagonists = .; RSV CPE inhibition = 0.3%; Large T inhibition = 3%

> COc1nc(-c2ccccc2)nc(-c2ccccc2)c1C
  PhoP inhibition = .; GPR55 LPI antagonism = .; HIV peptide binding = .; GPR35 antagonists = .; RSV CPE inhibition = 8.7%; Large T inhibition = 0%

# (next part)
SMILES,PhoP inhibition,GPR55 LPI antagonism,HIV peptide binding,GPR35 antagonists,RSV CPE inhibition,Large T inhibition
Cc1noc(COc2ccccc2OCC(N)=O)n1,.,.,.,.,2.1%,5%
CSc1nc(C)cc(-c2cc(C(=O)Nc3ccccc3)on2)n1,.,.,.,.,0.7%,19%
Cc1cc(C)c(C2=CC(c3ccccc3)n3ncnc3N2)cc1C (stereo not given),.,.,.,.,-0.5%,16%
Cc1[nH][nH]c(=O)c1N=Nc1ccc(S(N)(=O)=O)cc1,.,.,.,.,0.7%,16%
COC(=O)CCCC1=CC2=CC(=O)C(C)(OC(=O)c3ccco3)C(=O)C2=CO1 (stereo not given),.,.,.,.,1.1%,28%
O=C(Nc1ccccc1Br)c1cccc2ccccc12,.,.,.,.,2.3%,6%
COc1cc(/C=N/NC(=O)c2cc(-c3ccccc3C)nc3ccccc23)cc(OC)c1O,.,.,.,.,6.7%,16%
CC(=O)c1cn(C2OC(CO)C3OC(C)(C)OC32)c(=O)n(C)c1=O (stereo not given),.,.,.,.,1.1%,12%
COc1cc2nc(CN3CCN(c4ncc(C(F)(F)F)cc4Cl)CC3)[nH]c(=O)c2cc1OC,.,8%,-4.5%,-4%,.,.
Cc1cc(C)c2c(n1)nn1c(NCCCn3ccnc3)cc(C)nc21,.,3%,0.9%,-9%,.,.
COc1cccc(C2C(C(=O)c3sc(C)nc3C)=C(O)C(=O)N2CCN(C)C)c1OC (stereo not given),.,-1%,0.7%,-4%,.,.
CCCn1c(=O)c2ccccc2n2c(SCN3C(=O)c4ccccc4C3=O)nnc12,.,5%,0.3%,2%,.,.
Cc1cc(Cl)ccc1N=Cc1c(O)n(C)c(=O)n(C)c1=O,.,-9%,-1.8%,-2%,.,.
O=c1c2cccc3c(N4CCOCC4)ccc(c32)c2nc3ccccc3n12,.,12%,113%*,23%,.,.
CCc1nc2c(sc3nc(N4CCOCC4)c4c(c32)CC(C)(C)OC4)c(=O)o1,.,-15%,-0.9%,-12%,.,.
c1ccc(-c2cc(-c3nc(-c4cccnc4)no3)c3ccccc3n2)cc1,.,6%,0.2%,16%,.,.
Clc1ccc(-c2nn3c(-c4ccccn4)nnc3s2)c(Cl)c1,.,2%,-1.3%,-3%,.,.
CCCc1nc2oc3c(N4CCNCC4)ncnc3c2c2c1CCCC2,.,5%,-4.0%,8%,.,.
COc1ccc2[nH]c(=O)c(CN(C(=O)C3CCCO3)c3cccc(C)c3)cc2c1 (stereo not given),.,-6%,3.1%,3%,.,.
COc1ccc(CCn2c(-c3ccco3)nc3nc4ccccc4nc32)cc1OC,.,-2%,-1.4%,1%,.,.
Cc1nn(-c2ccc(Cl)cc2)c2sc(C(=O)N3CCN(C(=O)c4ccco4)CC3)cc12,.,8%,-0.5%,-8%,.,.
CC(=O)c1cnc(Nc2nc(C)c3cccc(C)c3n2)nc1C,.,14%,0.0%,16%,.,.
c1ccc(CN2CCN(c3ncccn3)CC2)nc1,.,-4%,-2.3%,-1%,.,.
C=CCn1c(=O)c(C(=O)Nc2ccccc2OC)c(O)c2ccccc21,.,-12%,1.2%,9%,.,.
COc1ccc(CCNC(=O)c2cc3c(=O)n4cccc(C)c4nc3n(Cc3ccncc3)c2=N)cc1,.,8%,1.9%,16%,.,.
Cc1ccccc1N=Nc1c(C)[nH]n(-c2ccccc2)c1=O,.,8%,-0.9%,-9%,.,.
Cc1ccccc1NC(=O)c1c(O)c2cccc3c2n(c1=O)CC3,.,-3%,-0.4%,-10%,.,.
COc1nc2c(C)cccc2cc1-c1noc(-c2ccncc2)n1,.,6%,1.1%,11%,.,.
CCOC(=O)c1cnn(-c2nc3sc4c(c3c(=O)[nH]2)CCCC4)c1N,.,7%,2.4%,20%,.,.
CCOc1ccc2[nH]c(=O)c(CN(C(=O)N3CCOCC3)C3CC3)cc2c1,.,9%,0.7%,-10%,.,.
Cc1cc(C)nc(-n2nc(C)cc2NC(=O)c2ccc3c(c2)OCO3)n1,.,-5%,-0.3%,17%,.,.
Cc1ccc(C2CC(=O)c3cnc(N4CC(C)CC(C)C4)nc3C2)cc1 (stereo not given),.,6%,0.6%,3%,.,.
C=CCn1c(NC(=O)c2ccco2)c(S(=O)(=O)c2ccccc2)c2nc3ccccc3nc21,.,6%,-0.1%,-8%,.,.
Cc1csc(NC(=O)c2c(O)c3cccc4c3n(c2=O)CCC4)n1,.,-6%,-1.3%,-8%,.,.
CCOC(=O)N1CCN(c2ncnc3c2oc2nc(C)c4c(c23)CC(C)(C)OC4)CC1,.,13%,0.3%,-3%,.,.
Cn1c(=O)c2c3c(sc2n2c(SCC(=O)c4ccccc4)nnc12)COC(C)(C)C3,.,-2%,1.3%,2%,.,.
CCC(O)CNc1nc(-n2nc(C)cc2C)nc2sc3c(c12)CCCC3 (stereo not given),.,1%,0.8%,-13%,.,.
Cc1cc(C)n2nc(CCc3nc4nc(C)cc(C)n4n3)nc2n1,.,-7%,1.6%,-9%,.,.

# Reformatted field by field: entries from further up.
> Cc1nn(-c2ccc(Cl)cc2)c2sc(C(=O)N3CCN(C(=O)c4ccco4)CC3)cc12
- PhoP inhibition: .
- GPR55 LPI antagonism: 8%
- HIV peptide binding: -0.5%
- GPR35 antagonists: -8%
- RSV CPE inhibition: .
- Large T inhibition: .

> CC(=O)c1cnc(Nc2nc(C)c3cccc(C)c3n2)nc1C
- PhoP inhibition: .
- GPR55 LPI antagonism: 14%
- HIV peptide binding: 0.0%
- GPR35 antagonists: 16%
- RSV CPE inhibition: .
- Large T inhibition: .

> c1ccc(CN2CCN(c3ncccn3)CC2)nc1
- PhoP inhibition: .
- GPR55 LPI antagonism: -4%
- HIV peptide binding: -2.3%
- GPR35 antagonists: -1%
- RSV CPE inhibition: .
- Large T inhibition: .

> C=CCn1c(=O)c(C(=O)Nc2ccccc2OC)c(O)c2ccccc21
- PhoP inhibition: .
- GPR55 LPI antagonism: -12%
- HIV peptide binding: 1.2%
- GPR35 antagonists: 9%
- RSV CPE inhibition: .
- Large T inhibition: .
